ERK EGF inh – qHTS Assay for Inhibitors of the ERK Signaling Pathway using a Homogeneous Screening Assay; Stimulation with EGF; Potency, µM (series often up to 11.5 µM), for the others: at the highest dose activity change, negative = inhibition, hits mostly inhibitors; AID 1454, 2008; HEK293-V1b, EGF-stimulated phospho-ERK AlphaScreen; 0.41% of 130,000 active; active means well fitted inhibition curve with a large enough effect; inconclusive means small, poorly fitted or top-dose-only effect, or effect the other way;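 further: plate controls were stimulated vehicle wells for no effect and unstimulated vehicle basal for full effect; nearly all actives have a fitted effect of over 55% in size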
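Readout: AlphaScreen signal for phosphorylated ERK in lysed HEK293 cells stably expressing V1b. Stimulus 25 nM EGF, 5 min, following 30 min compound exposure. Data scaled to DMSO basal and full EGF activation.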
* = called active by the depositor; ? = inconclusive; & = joins results of further samples; [ ] = another dose, or the depositor's remark. Potency means the concentration at half of the fitted maximal effect. An excerpt; the hit share may differ from the screen's.

SMILES	ERK EGF inh
C=CCn1cc(C(=O)NCc2ccc(Cl)cc2)c(=O)c2cc(S(=O)(=O)N(CC)CC)ccc21	2%
Cc1ccc(N2C(=O)C3C4C=CC(CNC(=S)Nc5ccc(Cl)cc5)(O4)C3C2=O)cc1 (centres undefined)	-10%
C=CCN1CCN(c2nc3ccccc3nc2C#N)CC1	2%
COc1cc(/C=C(\C#N)c2nc3ccccc3o2)ccc1O	-6%[57.5 µM]
Cc1ccc(/C=C/S(=O)(=O)NCC(=O)O)cc1	-21%
COC(=O)C1=C(NC(=O)COc2ccc3ccccc3c2)CCS1	4%
Cc1ccc(C(=O)NNS(=O)(=O)c2ccccc2[N+](=O)[O-])cc1	-10%
COC(=O)CNC(=O)c1ccc(OC2CCN(C(=O)C3CC3)CC2)cc1	-6%
CC(C)(C)C(=O)NC(=S)Nc1ccc(S(=O)(=O)Nc2nccs2)cc1	-5%
Cc1cccn2cc(-c3ccc(NC(=O)Cc4ccccc4)cc3)nc12	-6%[57.5 µM]
O=C1C2C3C=CC(C3)C2C(=O)N1CCCO (centres undefined)	3%
CN1CCN(NC(=O)c2ccc(S(=O)(=O)N3CCCCCC3)cc2)CC1	-5%

In the list so far, 2 have a cyano group.
SMILES	ERK EGF inh
C=CCN1CCN(c2nc3ccccc3nc2C#N)CC1	2%
COc1cc(/C=C(\C#N)c2nc3ccccc3o2)ccc1O	-6%[57.5 µM]

(next part)
SMILES	ERK EGF inh
O=Cc1cn(-c2ccc(F)cc2)c2ccccc12	-5%
O=C(CSc1cccc[n+]1[O-])NC(=O)c1ccc(OC(F)F)cc1	3%
COc1ccc(N2CC(C)(C)C2=O)cc1	4%
COc1ccc(/C=N/NC(=O)C2(O)c3ccccc3-c3ccccc32)cc1	-3%
COC(=O)/C=C1/N/C(=N\c2nc(C)cc(C)n2)N(c2cccc(C)c2)C1=O	-12%
Cc1nc2cc(NC(=O)NCCCO)ccc2o1	3%
Cc1ccc(-c2nnn(CC(=O)N(C)C3CCCCC3)n2)o1	-3%
COc1ccc(OC)c(C(C)NC(=O)c2ccc(Br)cc2)c1 (centres undefined)	2%
CC(c1nc2ccccc2c(=O)[nH]1)N(C)CCOc1ccc(Cl)cc1 (centres undefined)	-24%[57.5 µM]
CC(C)CC(C(=O)NC1CCCCC1)N(Cc1cccs1)C(=O)c1snc(C(N)=O)c1N (centres undefined)	-4%
Nc1nc(SCC(=O)NN(c2ccccc2)c2ccccc2)n[nH]1	6%
O=[N+]([O-])c1cc(/C=N/n2c(-c3ccncc3)n[nH]c2=S)ccc1Cl	0%

Reprinted at random: two records from the list, in no set order.
SMILES	ERK EGF inh
Cc1ccc(C(=O)NNS(=O)(=O)c2ccccc2[N+](=O)[O-])cc1	-10%
CC(c1nc2ccccc2c(=O)[nH]1)N(C)CCOc1ccc(Cl)cc1 (centres undefined)	-24%[57.5 µM]

Additional structures
SMILES	ERK EGF inh
COc1ccc(C(=O)/C=C/Sc2nc3ccccc3o2)cc1	28µM*
COC(=O)c1ccc(C(NC(=O)OCc2ccccc2)/C(F)=C/[C@@H](C)C(=O)NC2CCCCC2)cc1 (some centres undefined)	9%
Cc1ccc(NC(=O)CC2=NC(=O)C(CC(=O)Nc3ccccc3F)S2)cc1 (centres undefined)	-7%
C#CC[N+](C)(C)CCN1C(=O)C2C(c3ccccc3)C=CC(c3ccccc3)C2C1=O (centres undefined)	7%
Cc1ccc(C=Nc2ccccc2C#N)s1	4%
CNC(=O)NC(=O)C(OC(=O)c1cccc(S(=O)(=O)N2CCCCC2)c1)c1ccccc1 (centres undefined)	6%
CC1CC(C)(C)NC(=S)N1CCCC(=O)NCc1ccccc1 (centres undefined)	1%
O=S(=O)(NC1c2cccc3cccc(c23)C1N1CCNCC1)c1ccc(Cl)cc1 (centres undefined)	1%
Nc1nc(SCc2ccccc2Cl)[nH]c(=O)c1-c1ccccc1	8%
NC(=S)Nc1ccc(Cl)c(Cl)c1	2%[57.5 µM]
CN(C)S(=O)(=O)c1ccc(NC(=O)C2COc3ccccc3O2)cc1 (centres undefined)	22%
CN(C)/C=C(/C(=O)c1ccc(Cl)cc1)S(C)(=O)=O	6%
NCCS	17%&3%&-9%
CC(NC(=O)COc1ccccc1F)C1CC2CCC1C2 (centres undefined)	-3%
Cc1ccc(S(=O)(=O)N2CCOCC2)cc1NC(=O)CSc1ccccn1	1%
COc1cc(NC(=O)C23CC4CC(C2)CC(n2cnc([N+](=O)[O-])n2)(C4)C3)cc(OC)c1	-17%
CC(C)(C)C(=O)/C=c1\[nH]c(=O)/c(=C\c2ccccc2F)s1	11%
Cc1ccc(Cn2cc(/C=N/Nc3ccc([N+](=O)[O-])cn3)c3ccccc32)cc1	-5%
CC(=O)Nc1nc2ccc(C(=O)NCCOC(=O)C3CCCCC3)cc2s1	-4%
O=S(=O)(CCc1ccccc1)c1ccccc1	6%
O=C1/C(=C/c2cccs2)Sc2ccccc21	?
CC(C)Oc1cccc(C(=O)C2CCCN(Cc3ccc(Oc4ncccn4)cc3)C2)c1 (centres undefined)	4%
O=C(c1cnn2c(C(F)(F)F)cc(-c3ccccc3)nc12)N1CCCCC1c1cccnc1 (centres undefined)	-2%
O=C(NCCO)c1ccc(Oc2ccc(C(F)(F)F)cc2[N+](=O)[O-])cc1	4%
CN(C)c1ccc(-c2nnc(SCC3CCCO3)n2C)cc1 (centres undefined)	3%
COc1ccc(NC(=O)CN(C)S(=O)(=O)c2cccc3nsnc23)cc1OC	-14%
CCc1cc(C(=O)c2ccc(C)cc2)c(NC(=O)CCl)s1	7%
COc1ccc(C2=CC(=O)CC(c3ccc(OC)cc3)C2)cc1 (centres undefined)	?
CC(=O)O[C@H]1C[C@@]2(C)[C@@H](C[C@@H](O)[C@H]3[C@@]4(C)CC[C@@H](O)[C@@H](C)C4CC[C@@]32C)/C1=C(\CCC=C(C)C)C(=O)O (some centres undefined)	?
Cc1ccc(/C=N/c2sc(Cc3ccccc3)c(C)c2C(N)=O)o1	4%
CC1Oc2ccccc2N(Cc2ccccc2Cl)C1=O (centres undefined)	-5%
N/C(=N\OC(=O)CCCOc1ccc(Cl)cc1Cl)c1ccccn1	-9%[57.5 µM]
CCC(=O)N(C)CCc1cc2c(c(OC)c1/C=N/NC(=O)[C@H]1C[C@@H]1c1ccccc1)OCO2	-12%[57.5 µM]
C[C@@H]1CN=C2N(CCNC(=O)CCC3CCCCC3)[C@H](Cc3ccc(O)cc3)CN21	-6%[57.5 µM]
O=C(c1ccc(S(=O)(=O)NCC2CCCO2)cc1)N1CCN(c2ccccc2)CC1 (centres undefined)	-7%
CCOc1ccc2nc(NC(=O)c3cccnc3)sc2c1	5%
Cc1c(C(=O)OCC(=O)N(C)c2ccccc2)cccc1[N+](=O)[O-]	4%
COC(=O)C1=C(Nc2ccc(C)cc2)C=C(C)C(C(=O)OC)C1c1cccc(OC)c1 (centres undefined)	?
Cc1ccc(C(=O)Nc2nccs2)cc1	-4%
COc1cccc2c(=O)c(C/C=C(/C)Cl)c(C)[nH]c12	-7%[57.5 µM]
OCC1(Cc2ccccc2)CCCN(Cc2cn[nH]c2-c2ccccc2)C1 (centres undefined)	-7%
CC(C)CCOP(=O)(c1ccc(N(C)C)cc1)C(Nc1ccccc1)c1ccc(N(C)C)cc1 (centres undefined)	0%[57.5 µM]
CCOC(=O)N1CCC(=NNC(=O)Cn2ccc(C(F)(F)F)n2)CC1	-2%
COC(=O)c1ccc(NC(=O)CCOc2ccccc2)cc1	11%
O=C(Nc1ccc(F)cc1)Nc1ccc(NC(=O)c2ccccc2O)cc1	-1%[57.5 µM]
Cn1c(CS/C(N)=N/N=C/c2ccccc2)c(Br)c(=O)n1-c1ccccc1	-7%
C=CCCCCCCCCc1nc(SCC(=O)O)n[nH]1	-1%[57.5 µM]
CN1CCN(NC(=O)c2cn(-c3ccccc3)nc2-c2cccc(Br)c2)CC1	2%

Looked up above:
COC(=O)c1ccc(NC(=O)CCOc2ccccc2)cc1 in ERK EGF inh is listed with 11%
C=CCCCCCCCCc1nc(SCC(=O)O)n[nH]1 in ERK EGF inh is listed with -1%[57.5 µM]

Next results
SMILES	ERK EGF inh
COc1ccc(C(O)Cc2nc3ccccc3n2C)cc1OC (centres undefined)	7%
Cc1cc(N2CCN(S(=O)(=O)c3ccc4ccccc4c3)CC2)n2ncnc2n1	-10%
COc1ccc(C([O-])=Nc2ccc[n+](-c3nc4ccccc4nc3NS(=O)(=O)c3ccccc3)c2)cc1	-4%[57.5 µM]
COC(=O)c1cnc(NNC(=O)c2ccc([N+](=O)[O-])cc2)nc1C(F)(F)F	-1%[57.5 µM]
C1=C(c2ccccc2)Nc2ccccc2N=C1c1ccccc1	3%
Cc1ccc(C)c(-n2c(SCC(=O)NC(C(=O)O)C(C)C)nnc2-c2cccc(Cl)c2)c1 (centres undefined)	11%
O=C(Nc1cccc(F)c1)c1cccnc1NCCc1ccccc1	6%
Cc1ccccc1Nc1cc(C(=O)NCc2ccco2)c2ccccc2n1	5%
N=c1c2c3c(sc2ncn1Cc1ccccc1)CCCC3	-2%
S=C(Nc1ccc(Cl)cc1)Nc1cccc2cnccc12	9%
Cc1ccccc1CN(C)CC(=O)Nc1c(C)cccc1C(C)C	-2%[57.5 µM]
N#Cc1ccc(Sc2ccccn2)c([N+](=O)[O-])c1	4%[57.5 µM]

Six compounds from above, ordered by their value in ERK EGF inh, smallest number first:
SMILES	ERK EGF inh
Cc1cc(N2CCN(S(=O)(=O)c3ccc4ccccc4c3)CC2)n2ncnc2n1	-10%
Cc1ccccc1Nc1cc(C(=O)NCc2ccco2)c2ccccc2n1	5%
O=C(Nc1cccc(F)c1)c1cccnc1NCCc1ccccc1	6%
COc1ccc(C(O)Cc2nc3ccccc3n2C)cc1OC (centres undefined)	7%
S=C(Nc1ccc(Cl)cc1)Nc1cccc2cnccc12	9%
Cc1ccc(C)c(-n2c(SCC(=O)NC(C(=O)O)C(C)C)nnc2-c2cccc(Cl)c2)c1 (centres undefined)	11%

(list continues)
SMILES	ERK EGF inh
CCOc1ccc(N(C(=O)CNS(=O)(=O)c2ccccc2)C(CC)C(=O)NCc2ccco2)cc1 (centres undefined)	-5%
COc1cccc2c1C(=O)c1c(O)c3c(c(O)c1C2=O)C[C@@](O)(C(=O)CO)C[C@@H]3O[C@@H]1C[C@H](N)[C@H](O)[C@H](C)O1	?
CCOC(=O)N1CCC(Nc2c(NCCCN3CCN(c4ccc(OC)cc4)CC3)c(=O)c2=O)CC1	-12%[57.5 µM]
O=C(COc1ccc2c(c1)CCC2)NCc1ccc(Cl)cc1	-3%
CN(C)CCNC(=O)/C=C/c1cn(-c2ccccc2)nc1-c1cc2ccccc2oc1=O	-7%
O=C(COC(=O)Cn1cnc2ccccc21)Nc1ccc2c(c1)C(=O)c1ccccc1C2=O	-5%
N#C/C(=C\Nc1ccc(Cl)cn1)S(=O)(=O)c1ccccc1	13%[57.5 µM]
Cc1ccc2nc(N/N=C/c3ccccc3F)nc(-c3ccccc3)c2c1	6%
Cc1c(Cl)c(=O)n2c(=O)c(Cl)c(C)n12	-9%
Cc1ccc(C)c(N2CN(CCC3=CCCCC3)CNC2=S)c1	-2%[57.5 µM]
CN(CC(=O)NCc1cccnc1)S(=O)(=O)c1ccccc1	-3%[57.5 µM]
CC1(C)C(=O)Nc2ccccc2N1C(=O)CSc1nc(-c2ccccc2)cs1	10%
CCOC(=O)/C(=N/Nc1ccccc1OC)N1CCCc2ccccc21	4%[57.5 µM]
O=C1C=C(c2ccccc2)C[C@H](c2cccs2)[C@H]1n1cnc([N+](=O)[O-])c1	-3%
CC(C)CNS(=O)(=O)c1ccc(CC(C)C)cc1	-12%
O=C(COC(=O)c1ccc(NS(=O)(=O)c2cccs2)cc1)NCc1ccco1	-20%[57.5 µM]
CN(C)c1cc(-c2ccc(Cl)c(Cl)c2)oc(=O)c1Cl	-1%[57.5 µM]
COc1ccc(CCNC(=O)COc2ccccc2[N+](=O)[O-])cc1OC	-9%[57.5 µM]
CC(C)N(CCc1ccncc1)C(=S)Nc1ccc(F)c(Cl)c1	-4%[57.5 µM]
CCN(CCn1cccn1)C(=O)CCc1nnc(Cc2c[nH]c3ccccc23)o1	-8%
Oc1ccccc1/C=N/n1cnn(Cc2ccccc2Cl)c1=S	2%
Cc1ccc(CN2CCN(/N=C/c3sccc3C)CC2)c(C)c1	?
O=C(NCCc1nc2ccccc2[nH]1)/C(=C/c1ccco1)NC(=O)c1ccccc1Br	-4%
Cc1ccc(NC2=C/C(=N/S(=O)(=O)c3cccs3)c3ccccc3C2=O)cc1	?
Cn1c(SCC(=O)Nc2cccc(F)c2)nc2c([nH]c3ccccc32)c1=O	-7%
O=c1c(-c2cccc(F)c2)nc2cncnc2n1-c1ccccc1	-10%
CC(=O)N1CCC2(CCCN(c3ccncc3)C2)CC1	6%
CC1c2ccsc2CCN1S(=O)(=O)c1cccs1 (centres undefined)	6%[57.5 µM]
O=C(Cc1cccs1)N(c1ccc(F)cc1)C1(C(=O)NC2CCCCC2)CCCC1	9%
O=C(Nc1c(O)c2ccccc2[nH]c1=O)c1ccco1	1%[57.5 µM]
Nc1ccc2nc(SCC(=O)Nc3ccc(N4CCOCC4)c(Cl)c3)sc2c1	6%
COc1ccc(C2C(CN3CCOCC3)C(=O)N2c2ccccc2)cc1 (centres undefined)	-11%
Cc1ccc(-c2cc(C(F)F)n3ncc(C(=O)Nc4cn(C)nc4C)c3n2)cc1	-4%
C[n+]1ccc(/C=N/Nc2nc(Cl)c(C#N)c(Cl)c2Cl)cc1	?
CCn1c2ccccc2c2cc(NC(=O)c3coc(=O)c(Br)c3)ccc21	2%[57.5 µM]
COc1cccc(C(=O)NCC(=O)N/N=C/c2cccs2)c1	8%
O=[N+]([O-])c1cccc(/C=N/NC2=NCCCCC2)c1	-12%
COc1ccccc1CNC(=O)C(C)Sc1ccc(C)cc1 (centres undefined)	-9%
Cc1nn(C)c(C(=O)NNC(=S)NCC(C)C)c1Cl	0%
CSc1ccc(/C=C(/Sc2nnc(-c3ccccc3)o2)C(=O)O)cc1	8%

Assay outcomes from PubChem BioAssay.
